CHRM4 PAM: CHRM4 positive allosteric modulation; 0.4% of 360,000 active; activation, % at 3 µM; AID 624126; CHO-K1 hM4/Gqi5, Fluo-8 calcium fluorescence, ACh EC20; 0% = ACh EC20, 100% = maximal ACh;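 active = activation above its plate's cutoff, the mean activation of sample wells plus 3 SD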; also: some results filed as inactive read as strong as hits
M5 PAM: positive allosteric modulators of human muscarinic M5 receptor. P08912. CHO-K1 hM5, Fluo-8 calcium, ACh EC20 PAM; 0% = ACh EC20, 100% = ACh EC100. activation, % at 3 µM. 0.3% of 360,000 active. AID 624038;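 active = activation above the run cutoff, the mean activation of all test compounds plus 3 SD, cut at about 18% in these data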
Target sequence (P08912 whole entry, looked up): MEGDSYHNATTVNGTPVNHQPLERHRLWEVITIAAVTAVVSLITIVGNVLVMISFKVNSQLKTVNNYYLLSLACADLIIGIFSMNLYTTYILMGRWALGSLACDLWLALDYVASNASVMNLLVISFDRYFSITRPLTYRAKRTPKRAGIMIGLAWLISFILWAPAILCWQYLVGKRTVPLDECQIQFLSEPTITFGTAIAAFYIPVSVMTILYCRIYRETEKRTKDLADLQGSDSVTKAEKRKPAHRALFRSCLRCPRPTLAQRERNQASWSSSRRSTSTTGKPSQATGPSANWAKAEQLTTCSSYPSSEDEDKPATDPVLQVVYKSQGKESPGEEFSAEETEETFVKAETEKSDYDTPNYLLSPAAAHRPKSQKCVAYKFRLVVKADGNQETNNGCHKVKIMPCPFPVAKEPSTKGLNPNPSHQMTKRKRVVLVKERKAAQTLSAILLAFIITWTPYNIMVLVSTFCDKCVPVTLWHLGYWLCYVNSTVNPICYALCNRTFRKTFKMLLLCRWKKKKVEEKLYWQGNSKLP
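Measured by: Fluo-8 calcium fluorescence; material: human M5 receptor in CHO-K1 cells; schedule: Post-acetylcholine fluorescence recording 140 s; benchmarks: low control EC20 acetylcholine (0%), high control EC100 acetylcholine (100%); read-out: Max/basal fluorescence ratio as % of EC20–EC100 ACh window; compound: single dose, 3 µM nominal final test concentration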
TAAR1 ag: human TAAR1 agonism. Q96RJ0. CHO RD-HGA16 TAAR1, Fluo-8 calcium fluorescence; vehicle wells 0%, saturating PEA agonist 100%. activation, % at 3 µM. 0.99% of 360,000 active. AID 624467;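 active = activation above the mean activation of all test compounds in the run plus 3 SD, cut at about 38% in these data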
Target sequence (Q96RJ0 whole entry, looked up): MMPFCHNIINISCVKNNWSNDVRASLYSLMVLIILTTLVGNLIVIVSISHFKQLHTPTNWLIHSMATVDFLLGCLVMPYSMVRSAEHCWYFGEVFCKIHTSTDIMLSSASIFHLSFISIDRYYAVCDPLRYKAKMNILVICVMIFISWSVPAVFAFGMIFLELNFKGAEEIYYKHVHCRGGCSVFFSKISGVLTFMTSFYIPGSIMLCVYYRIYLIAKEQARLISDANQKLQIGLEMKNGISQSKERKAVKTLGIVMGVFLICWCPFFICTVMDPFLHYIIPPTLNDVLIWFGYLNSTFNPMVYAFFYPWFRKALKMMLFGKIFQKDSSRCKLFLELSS
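Test system: RD-HGA16 (CHO) cells co-expressing Gα16 and hTAAR1 / Benchmarks: DMSO vehicle as 0%, PEA at EC100 as 100% / Repeats: no replicates (n 1) / Measure: % activation from peak over basal fluorescence ratio, DMSO-to-PEA scaled / Timing: 17-24 h plating, Fluo-8 75 min 37 °C, 30 min RT / Technique: kinetic Fluo-8 calcium fluorescence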
TAAR1 antagonist: human TAAR1 antagonism | CHO RD-HGA16 TAAR1, Fluo-8 calcium fluorescence, antagonist | inhibition, % at 3 µM | 1.5% of 360,000 active | AID 624466;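 active = inhibition above a per-plate cutoff, the mean inhibition of test compounds on that plate plus 3 SD, cut at about 49% in these data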;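 also: 0% = DMSO plus EC80 beta-PEA response and 100% = DMSO alone without agonist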
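Material: RD-HGA16 CHO cells with stable hTAAR1 and Gα16; Dosing: single nominal final test compound concentration of 3 µM; Schedule: seeding 17-24 h prior, 75-min 37 °C, 30-min RT dye loading; Detection: kinetic Fluo-8 calcium fluorescence measurement; Measure: % inhibition from peak post-agonist over basal fluorescence ratio; Benchmarks: vehicle and agonist controls.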
M1 PAM parental: M1 PAM counterscreen hit in parental CHO-K1 cells; ATP EC20, Fluo-8 calcium fluorescence; 0% at ATP EC20, 100% at ATP max; activation, % at 3 µM; 0.02% of 360,000 active;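 active = activation above the run cutoff, the mean activation of all test compounds plus 3 SD, cut at about 40% in these data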;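 also: peak over basal fluorescence ratio in a 140 s read after ATP addition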
M5 ag: CHRM5 agonism in calcium assay | P08912 | CHO-K1 hM5 cells, Fluo-8 calcium fluorescence; 0% DMSO wells, 100% maximal acetylcholine response | activation, % at 3 µM | 0.19% of 360,000 active | AID 624037;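 active = activation above the run's mean over test compounds plus 3 SD, cut at about 23% in these data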;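 also: signal is peak over basal fluorescence ratio across the kinetic read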
CHRM5 antagonist: CHRM5 antagonism in calcium assay; 0.59% of 360,000 active; inhibition, % at 3 µM; P08912; CHO-hM5 cells, Fluo-8 calcium fluorescence, ACh EC80;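 active = inhibition above a per-plate cutoff, the mean of that plate's test compounds plus 3 SD, cut at about 27% in these data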;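 also: 0% = acetylcholine EC80 with DMSO and 100% = DMSO without agonist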
CRFBP-R2 block: antagonists of CRF-binding protein/CRF-R2 receptor complex | HEK293 CRF-R2/CRF-BP, CRF-induced calcium fluorescence | 0.59% of 350,000 active | inhibition, % at 11.8 µM;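 active = inhibition of the ligand-induced calcium signal above about 50% at the single tested concentration, limit read from the data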
CRFBP-R2 agonist: agonists of human CRF-binding protein/CRF-R2 receptor complex. HEK293 CRF-R2/CRF-BP, calcium dye fluorescence (FLIPR); percent of saturating CRF peptide response. activation, % at 13.2 µM. 0.46% of 350,000 active. AID 588473;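 active = activation of at least 50%, plus an integration ratio under a set limit after plate pattern correction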;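 also: plate controls were neutral control wells without compound for no effect and CRF at EC100 for full effect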
Numbers without * were called inactive; . = not tested or not shown.

Values run as follows: CHRM4 PAM, M5 PAM, TAAR1 ag, TAAR1 antagonist, M1 PAM parental, M5 ag, CHRM5 antagonist, CRFBP-R2 block, CRFBP-R2 agonist
COc1cccc(C(=O)C2CCCN(C(=O)c3ccc(C#CC(C)(C)O)cc3)C2)c1 (stereo not drawn)
 : -7, -7, 6, -3, 14, 5, -6, -10, -2.3
CCOC(=O)c1sc(Nc2nc3c(OC)cccc3s2)nc1C
 : 6, -13, 3, 27, 9, -5, -6, ., .
CC(=O)c1ccc(OCc2cc(C(=O)N3CC[C@@H]4CCCC[C@H]4C3)no2)cc1
 : -7, -8, 9, 27, -25, 0, 8, -8, 2.6
COc1ccc(NC(=O)Cn2nnc(-c3ccccc3N)n2)cc1OC
 : 3, 2, 8, 5, 8, -1, -2, 8, -1.6
O=C(CCc1ccccc1)Nc1c(F)cccc1F
 : -1, -1, 2, 3, -7, -3, 3, 52*, -2.0
Cc1cccc(N2CC(C(=O)Nc3ccccc3N3CCCC3)CC2=O)c1C (stereo not drawn)
 : 12, -8, 7, -7, 17, -2, 7, 2, -0.1
CC(NS(=O)(=O)c1ccc([N+](=O)[O-])cc1)C(c1cccs1)N1CCOCC1 (stereo not drawn)
 : -6, -6, 2, 8, 12, -4, 9, 33, 0.8
CCC(C)NC(=O)CC(NS(=O)(=O)c1ccc(Cl)cc1)c1ccco1 (stereo not drawn)
 : 1, 8, 14, -4, 18, -2, -3, -3, 2.3
CCOC(=O)c1c(NC(=O)CN2CCOCC2)sc(C(=O)NC)c1C
 : 0, -7, 18, -14, 5, 5, 8, 5, -4.5
CCOC(=O)N1CCc2c(sc3ncn(Cc4ccc(F)cc4)c(=O)c23)C1
 : 8, 3, 1, -57, 19, -1, 8, -2, 4.3
COc1ccc(/C(C)=C2\SC(=S)N(CCC(=O)O)C2=O)cc1
 : -1, -7, -1, 6, -5, 4, -4, 7, -1.7
COCC(=O)NCc1ccc2c(c1)cc(C)n2C
 : 2, 0, 8, -3, -12, 0, 2, 9, 1.0
CCOC(=O)c1cccnc1SC(CC)C(=O)NCc1ccco1 (stereo not drawn)
 : -9, -10, 4, -10, 18, -5, 12, 16, -1.6
N#Cc1ccc(NC(=O)Nc2cccc(C#N)c2)cc1
 : -12, -17, 13, -5, -21, 12, 32*, 35, 24
O=C(Nc1ccc2c(c1)Cc1ccccc1-2)c1ccc(Br)o1
 : 2, 0, -2, -11, 10, -5, 0, -3, 3.2
Cc1ccc(NC2=NCC(=O)N2Cc2ccc3c(c2)OCO3)c(C)c1
 : 5, 6, 8, -1, 6, 1, -8, 1, 0.0
CC(C)c1cc(N2CCC(=O)NC2=O)cc(C(=O)O)c1O
 : -6, -5, 1, -1, 4, 1, 10, 52*, 0.3
COCc1ccc(C(=O)NC2CC(C)(C)Cc3c2cnn3-c2ccc(C)cc2)o1 (stereo not drawn)
 : 6, 0, -2, 3, 0, -3, -4, -21, -4.0
O=C(Nc1ccc(OC(F)(F)F)cc1)C1CC(c2ccc(F)cc2)=NO1 (stereo not drawn)
 : -4, -3, 6, 20, 10, -2, 5, -1, -2.0
CCCCN1C(=O)C(=O)N(c2ccccc2)C1=S
 : 1, -9, -2, 2, 16, -1, 6, 25, -1.0
Cc1ccccc1OCCc1c(C)[nH]c(=S)[nH]c1=O
 : -5, -5, 0, 10, 1, 1, 6, 0, -0.5
CCC(=O)NC(c1cccc([N+](=O)[O-])c1)c1c(O)ccc2ccccc12 (stereo not drawn)
 : -3, 2, 4, 11, 10, -3, -3, -16, 1.3
COc1cc(O)oc1C=Nc1ccc(C(=O)O)cc1
 : -10, -4, 2, 1, -5, -1, 3, 8, -0.1
Cc1ccc(NC(=O)CN2C(=O)NC(C)(c3ccc4c(c3)OCO4)C2=O)cc1 (stereo not drawn)
 : -3, 2, 12, -13, 17, 9, 10, -29, 3.0
CCOc1ccc(CN(C)C(C)C(=O)NCCc2ccc(F)cc2)cc1 (stereo not drawn)
 : -4, -7, 0, -18, 6, -5, 13, -2, 0.1
O=S(=O)(c1ccc(F)cc1)N1CCC(n2cnc3ccccc32)CC1
 : -1, -1, 2, -10, 19, -3, 3, -2, 0.1
Nc1cccc(Cl)c1N1CCOCC1
 : 0, 6, 6, 0, 3, -5, 1, -26, 1.9
O=C(C1CCC(=O)N(C2CCCC2)C1)N1CCN(Cc2cccc(F)c2)CC1 (stereo not drawn)
 : 2, -6, 2, -21, -1, -10, 2, -8, 3.3
CCCC(=O)NCCc1ccc(S(N)(=O)=O)cc1
 : 9, 0, 6, 2, 21, 5, 3, -3, 0.8
C=CCn1c(O)c(N=NC(=O)c2ccc3c(c2)OCO3)c2ccccc21
 : 8, -2, 2, 2, 15, -2, -3, -8, -0.1

Ordered by length of the SMILES (largest number first): some entries from above.
Values run as follows: CHRM4 PAM, M5 PAM, TAAR1 ag, TAAR1 antagonist, M1 PAM parental, M5 ag, CHRM5 antagonist, CRFBP-R2 block, CRFBP-R2 agonist
CC(=O)c1ccc(OCc2cc(C(=O)N3CC[C@@H]4CCCC[C@H]4C3)no2)cc1
 : -7, -8, 9, 27, -25, 0, 8, -8, 2.6
COCc1ccc(C(=O)NC2CC(C)(C)Cc3c2cnn3-c2ccc(C)cc2)o1 (stereo not drawn)
 : 6, 0, -2, 3, 0, -3, -4, -21, -4.0
O=C(C1CCC(=O)N(C2CCCC2)C1)N1CCN(Cc2cccc(F)c2)CC1 (stereo not drawn)
 : 2, -6, 2, -21, -1, -10, 2, -8, 3.3
Cc1cccc(N2CC(C(=O)Nc3ccccc3N3CCCC3)CC2=O)c1C (stereo not drawn)
 : 12, -8, 7, -7, 17, -2, 7, 2, -0.1
CCOC(=O)c1c(NC(=O)CN2CCOCC2)sc(C(=O)NC)c1C
 : 0, -7, 18, -14, 5, 5, 8, 5, -4.5
COc1ccc(NC(=O)Cn2nnc(-c3ccccc3N)n2)cc1OC
 : 3, 2, 8, 5, 8, -1, -2, 8, -1.6
CCOC(=O)c1cccnc1SC(CC)C(=O)NCc1ccco1 (stereo not drawn)
 : -9, -10, 4, -10, 18, -5, 12, 16, -1.6
COCC(=O)NCc1ccc2c(c1)cc(C)n2C
 : 2, 0, 8, -3, -12, 0, 2, 9, 1.0
Nc1cccc(Cl)c1N1CCOCC1
 : 0, 6, 6, 0, 3, -5, 1, -26, 1.9

(continued)
Values run as follows: CHRM4 PAM, M5 PAM, TAAR1 ag, TAAR1 antagonist, M1 PAM parental, M5 ag, CHRM5 antagonist, CRFBP-R2 block, CRFBP-R2 agonist
Cc1ccc(NC(=O)CSc2nc3ncc(Br)cc3[nH]2)cc1C
 : 4, 10, 2, -6, -8, -3, -9, -10, 3.0
Cn1c(=O)c2c(nc(CN3CCc4ccccc4C3)n2CCCO)n(C)c1=O
 : 18, 6, 4, 0, 17, -1, -11, 4, 0.9
O=C(Nc1ccc(OC(F)F)c(Cl)c1)c1ccccn1
 : -4, 16, 12, 6, 9, -2, -11, -3, -1.3
CC(C)(C)OC(=O)[C@H](Cc1ccccc1)NC(=O)c1nc[nH]c1C(=O)N[C@@H](CCCCN)C(=O)OC(C)(C)C
 : 12, -6, 2, -3, 10, -1, 10, -6, -0.6
CCCCCC(O)(c1ccccc1)C(CN1CCOCC1)c1ccccc1 (stereo not drawn)
 : -3, -4, 6, -14, 6, -2, 19, -12, 0.5
Cc1ccc(NC(=O)c2ccc([N+](=O)[O-])s2)cc1S(=O)(=O)N1CCOCC1
 : -4, -17, 31, 41, -16, 9, 17, -1, -1.2
Cc1cccc(OCCCCCNCCO)c1
 : 5, 3, -1, 10, 2, -1, -2, -5, -0.7
CCOC(=O)CSc1ncnc2c1cnn2-c1ccc(Cl)cc1
 : -2, 5, 0, -23, 2, -1, -8, 11, 1.4
Cn1c(=N)n(CC(=O)c2ccccc2)c2ccccc21
 : -10, 1, 3, -8, -12, -2, 4, 0, -0.5
CC(NC(=O)c1ccco1)C(=O)N1CCN(c2cccc(C(F)(F)F)c2)CC1 (stereo not drawn)
 : 1, -8, 6, 3, -2, 2, 14, -1, -0.5
C[C@@H](CO)NC(=O)c1nc[nH]c1C(=O)N[C@H](C)c1ccccc1
 : 4, 1, 3, -10, 11, 0, 1, -8, -0.6
COc1ccc(S(=O)(=O)NC2CCCC2)cc1NC(C)=O
 : 8, 5, 2, -1, -3, -4, 0, -1, -0.3
O=C1NC[C@@H](Cc2ccc(O)cc2)N(CCc2cc(C(F)(F)F)cc(C(F)(F)F)c2)C1=O
 : 14, -4, 0, 2, -9, 1, -2, ., .
COc1ccc(OC)c(CNc2nc3ccccc3n2CCN2CCCCC2)c1
 : -7, 0, 3, -4, 16, -2, 6, 4, -1.2
CN=c1scc(-c2ccc(OC)cc2)n1/N=C(\C)c1cccnc1
 : -9, -12, 4, 23, 5, -6, 3, 3, 10
COc1ccc(/C=C/C(=O)OCC(=O)N2CCCCCC2)c(OC)c1
 : 12, 1, 0, 8, 22, 0, -3, -11, -1.0
O=[N+]([O-])c1ccccc1-c1nc(-c2ccc(Br)o2)no1
 : -4, 0, -2, 14, 4, -5, 1, 17, -1.6
CCN(CC(=O)Nc1c(F)cccc1F)C(=O)CNC(=O)c1cccs1
 : -1, -2, 0, -9, -6, 3, 5, 1, -1.6
CC(C)N1CC2(CC(c3ccccc3C(F)(F)F)=NO2)CN1C(=O)c1ccco1 (stereo not drawn)
 : -7, -2, 1, -1, 2, 1, 6, -1, 0.3
CC(C)OC(=O)c1cccnc1N1CCN(c2ccc(F)cc2)CC1
 : 5, -2, 9, 9, 11, -1, -2, -8, -3.2
CSCCC(NC(N)=O)C(=O)Nc1ccc2ccccc2c1 (stereo not drawn)
 : 13, -3, 6, -2, 14, -2, -1, 38, 3.4
O=C(NCCc1ccc2c(c1)OCCO2)c1cc(S(=O)(=O)N2CCCC2)ccc1Cl
 : 0, -9, 1, -23, 8, -2, 8, 4, -0.5
CCN(CC)S(=O)(=O)c1ccc(N2CCOCC2)c(NC(=O)c2ccccc2F)c1
 : 0, 1, 0, -12, 9, 3, -5, 20, -1.6
CC(C)OC(=O)Cc1nc2sc(-c3ccccc3)cc2c(=O)[nH]1
 : -6, -5, 2, -16, 5, 2, 7, -25, 3.2
COc1ccc(CC(=O)NNC(=O)CCc2ccccc2)cc1OC
 : 0, 13, -1, 7, 8, 0, 1, 6, -0.3
O=C(CCC(=O)OCC(=O)c1ccc(Cl)cc1)NC1CCCCC1
 : 1, 0, 5, -11, 14, 2, 2, 10, 0.5
COC(=O)C(NC(=O)CCC(=O)NC(C(=O)OC)c1ccccc1)c1ccccc1 (stereo not drawn)
 : 11, 0, 8, -4, 28, 0, 7, -1, 0.0
COc1ccc(CNC(=O)Cn2c(=O)oc3ccccc32)cc1OC
 : 8, 7, 3, -16, 0, 2, 0, 46, -3.5
